Screening results deposited in PubChem BioAssay by Broad Institute.
miR122 inh: miR-122 inhibition in Huh7 cells; Huh7 miR-122 Renilla luciferase sensor, 48 h; neutral wells = 0, positive control = 100; activation (reporter increase), % at 12.5 µM; hit rate 0.3% among 340,000; AID 602342;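 active means mean replicate activation score at least 90 and every replicate individually at or above 90; inconclusive means only one of the two criteria met; inactive means neither criterion met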;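 further: higher luciferase means less miR-122 activity so hits act as miR-122 inhibitors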
PGC1a acetyl inh: lowers PGC1a acetylation signal in U2OS cells; hit rate 0.17% among 350,000; inhibition, % at 15.6 µM; AlphaScreen anti-acetyl-lysine; with virally co-expressed GCN5 acetyltransferase;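 active means every replicate shows inhibition of at least 40%; inconclusive means mean inhibition at least 40% but some replicate below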;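 further: 0% = neutral control wells and 100% = positive control wells; some results beyond the cut were filed as inactive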
RAD54 branch: inhibitors of human RAD54 branch migration | RAD54 Holliday junction branch migration, FAM/BHQ fluorescence | inhibition, % at 10.4 µM | hit rate 0.14% among 360,000 | AID 602329;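 active means mean normalized replicate activity at least 40 and at least half of replicates scoring 40 or more; inconclusive means only one of the two criteria met; inactive means mean below 40 and under half of replicates reaching 40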;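 further: 0% = median of neutral control wells and 100% = median of positive control wells; inhibitors cause a drop in the FAM fluorescence signal; in these data hits start at about 50%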
Target sequence (Q92698 whole entry, looked up): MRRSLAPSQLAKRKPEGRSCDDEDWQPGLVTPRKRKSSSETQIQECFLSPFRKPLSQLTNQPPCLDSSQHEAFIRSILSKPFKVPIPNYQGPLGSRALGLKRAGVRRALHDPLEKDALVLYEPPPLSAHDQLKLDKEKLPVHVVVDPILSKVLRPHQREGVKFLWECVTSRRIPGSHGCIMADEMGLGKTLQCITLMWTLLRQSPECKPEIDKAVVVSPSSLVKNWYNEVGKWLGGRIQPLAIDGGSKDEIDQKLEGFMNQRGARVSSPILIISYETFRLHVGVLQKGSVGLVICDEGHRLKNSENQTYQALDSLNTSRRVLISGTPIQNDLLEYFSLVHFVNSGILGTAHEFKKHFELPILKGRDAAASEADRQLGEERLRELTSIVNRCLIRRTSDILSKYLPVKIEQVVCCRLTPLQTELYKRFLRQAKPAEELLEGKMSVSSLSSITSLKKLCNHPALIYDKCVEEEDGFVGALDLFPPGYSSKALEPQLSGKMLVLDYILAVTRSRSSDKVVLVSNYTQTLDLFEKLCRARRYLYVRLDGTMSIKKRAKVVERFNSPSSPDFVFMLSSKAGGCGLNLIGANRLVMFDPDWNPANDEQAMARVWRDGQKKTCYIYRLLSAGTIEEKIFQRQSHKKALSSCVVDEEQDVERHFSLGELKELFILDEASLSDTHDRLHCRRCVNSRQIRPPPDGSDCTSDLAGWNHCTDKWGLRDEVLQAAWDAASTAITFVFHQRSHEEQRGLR
Cneo AK release: Cryptococcus neoformans lysis via adenylate kinase release | C. neoformans lysis, adenylate kinase release luminescence, 4 h; normalised: neutral wells 0, clomiphene wells 100 | lysis activity, % at 15 µM | hit rate 0.2% among 360,000;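 active means mean lysis activity across replicates of at least 80%, whatever share of replicates individually reach that level; inactive means mean lysis activity below 80%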
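Test system: log-phase Cryptococcus neoformans yeast cells. Input: 5 × 10^6 yeast cells/mL. Medium: fresh YPD growth medium. Doses: single dose. Incubation: static 4 h at 37 °C with compound, 1 h detection. Measured by: luminescent adenylate kinase detection reagent. Read-out: signal increase indicating cell lysis. Benchmarks: Clomiphene.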
ERAP1 inh: ERAP1 (human) enzyme inhibition | inhibition, % at 10.7 µM | AID 652197 | hit rate 0.15% among 340,000 | recombinant ERAP1, Leu-AMC fluorescence, 60 min;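 active means mean replicate inhibition of at least 30%, or all replicates individually reaching that 30% level; inactive means mean below 30% and not every replicate reaching it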;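 further: 0% = neutral control wells and 100% = L-leucinethiol positive control wells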
PglD inh: PglD (C. jejuni) enzyme inhibition. hit rate 0.098% among 360,000. purified PglD enzyme, DTNB colorimetric CoA detection. inhibition, % at 12.5 µM. AID 602405; in the data active means inhibition above about 16%, passing the limit was not always enough; inconclusive means no clear call, values can overlap the other calls; further: strong numbers were not always called active
E-selectin induc: E-selectin induction on HUVECs; hit rate 0.37% among 260,000; activation, % at 7.58 µM; HUVEC E-selectin immunofluorescence imaging; normalized: neutral wells 0, TNF-alpha wells 100; AID 686992;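 active means mean E-selectin-positive cell signal at least 10% of the positive control, reached in at least 60% of replicates, without over 20% cell loss; inconclusive means no rule given, readout overlaps actives, possibly toxicity-flagged; inactive means the rest, including those meeting only one limit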;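 further: in these data hits start at about 27%; measured in HUVEC primary endothelial cells; signal is the percent of cells scored E-selectin positive by PE staining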
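Test system – human umbilical vein endothelial cells (HUVEC), E-selectin induction · Input – 3,000 HUVEC seeded per well · Buffer or medium – EGM-2, gelatin · Compound dosing – single-point compound dose · Detection – immunofluorescence imaging · Measure – percent E-selectin-positive cells · Controls – TNF-alpha high, DMSO low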
RAD52 anneal inh: RAD52 (human) annealing inhibition | P43351 | recombinant RAD52 DNA annealing, FRET fluorescence | inhibition, % at 18.7 µM | hit rate 0.46% among 360,000 | AID 651710;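 active means every replicate showing at least 50% inhibition; inconclusive means mean inhibition at least 50% but not in every replicate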
* hit, by the source's call; ? = inconclusive; . = not tested or not shown; & = joins results of further samples; [ ] = remark or other dose.

SMILES	miR122 inh	PGC1a acetyl inh	RAD54 branch	Cneo AK release	ERAP1 inh	PglD inh	E-selectin induc	RAD52 anneal inh
O=C(c1ccc2c(c1)OCCO2)N1CCN(Cc2ccccc2)CC1	3	.	-7	-2	.	-4	.	.
S=C(NNC(=S)Nc1ccccc1)Nc1ccccc1	.	.	4	-1	3	0	-0.1	-6
C[C@H](CO)N1C[C@H](C)[C@@H](CN(C)C(=O)NC2CCCCC2)OCCCC[C@H](C)Oc2ccc(NS(=O)(=O)c3ccc(F)cc3)cc2C1=O	2[16.7 µM]	-4	-3	-2	-4	-3	.	27
C[C@H]1CN([C@@H](C)CO)C(=O)c2cccc(NC(=O)C3CCOCC3)c2O[C@H]1CN(C)C(=O)Nc1ccc2c(c1)OCO2	20[16.7 µM]	7	-8	3	-2	2	0.1	17
COc1ccccc1NC(=O)Nc1ccc2c(c1)C(=O)N(C)C[C@@H](OC)[C@H](C)CN(Cc1ccccc1Cl)[C@H](C)CO2	.	30	-7	0	-1	-3	0.0	-14
COc1ccc(CN(C)C[C@H]2Oc3ccc(N(C)C)cc3CC(=O)N([C@H](C)CO)C[C@H]2C)cc1	-1[16.7 µM]	-16	-3	-1	-1	-6	?	9
CO[C@H]1CN(C)C(=O)c2ccc(NC(=O)c3ccccc3)cc2OC[C@@H](C)N(CC2CC2)C[C@@H]1C	12[16.7 µM]	-27	2	-2	0	-1	0.1	9
C[C@@H]1CN([C@@H](C)CO)C(=O)Cc2cc(NC(=O)CCCN(C)C)ccc2O[C@H]1CN(C)S(=O)(=O)c1ccccc1	-2[16.7 µM]	9	-2	-2	-1	4	-3.3	-3
COc1ccc(Nc2nnc(-c3ccc(C(N)=O)cc3)c3ccccc23)cc1	2	-89	3	2	0	6	-0.2	-46
C[C@@H]1CN([C@H](C)CO)S(=O)(=O)c2ccc(C3=CCCCC3)cc2O[C@@H]1CN(C)Cc1ccccc1	?	8	-5	3	3	3	-0.1	5
COc1cc(C(=O)OCC(=O)N2CCOCC2)c([N+](=O)[O-])cc1OC	-5	-5	-5	2	0	-2	.	-7
CCN1C(=O)CC(N2CCN(c3ccc(Cl)cc3)CC2)C1=O (configuration not stated)	1	-5	-4	1	.	35*	.	.

Full records from above. Screens in order: miR122 inh | PGC1a acetyl inh | RAD54 branch | Cneo AK release | ERAP1 inh | PglD inh | E-selectin induc | RAD52 anneal inh
`C[C@@H]1CN([C@@H](C)CO)C(=O)Cc2cc(NC(=O)CCCN(C)C)ccc2O[C@H]1CN(C)S(=O)(=O)c1ccccc1` as listed: -2[16.7 µM] | 9 | -2 | -2 | -1 | 4 | -3.3 | -3
`C[C@H]1CN([C@@H](C)CO)C(=O)c2cccc(NC(=O)C3CCOCC3)c2O[C@H]1CN(C)C(=O)Nc1ccc2c(c1)OCO2` as listed: 20[16.7 µM] | 7 | -8 | 3 | -2 | 2 | 0.1 | 17

Next section.
SMILES	miR122 inh	PGC1a acetyl inh	RAD54 branch	Cneo AK release	ERAP1 inh	PglD inh	E-selectin induc	RAD52 anneal inh
COc1ccc([N+](=O)[O-])cc1N(CC(=O)N1CCCCC1)S(C)(=O)=O	3	-12	-2	1	-2	-8	.	-2
CCOC(=O)c1ccc(S(=O)(=O)N2CCC(C(=O)NCC3CCCCC3)CC2)cc1	.	4	-2	0	-1	-2	2.7	-4
CCCc1cc(=O)oc2cc(OCC(=O)Nc3ccc4c(c3)OCCO4)ccc12	-1	6	-12	3	.	-5	.	.
CCCCC(CC)C(=O)Nc1ccc(Cl)cn1 (configuration not stated)	4	-1	6	0	.	-3	.	.
COc1ccc(C2C(C#N)=C(N)N(N(C)C)C3=C2C(=O)CCC3)cc1 (configuration not stated)	-9	0	1	-4	-2	0	.	-14
CC(C)(C)C(=O)COC(=O)c1cc(-c2ccncc2)nc2ccccc12	-8	-15	4	2	1	1	.	-12
O=C(c1ccco1)N1N=C(c2ccc(Cl)cc2)CC1c1ccco1 (configuration not stated)	-4	-7	-12	-2	0	3	.	-15
O=C(Nc1ccccn1)c1cccc(S(=O)(=O)N2CCOCC2)c1	160*	-11	-2	1	.	11	.	.
Cc1ccccc1OCC(=O)Nc1ccc(S(=O)(=O)Nc2onc(C)c2C)cc1	0	-4	-12	-4	-4	2	.	-3
CC(=O)c1ccc(S(=O)(=O)NCc2cccnc2)cc1	-2	9	3	0	-4	5	0.1	-11
Cc1ccnc(NC(=O)Cn2c(=O)oc3cc(S(=O)(=O)N4CCCC4)ccc32)c1	-6	5	-4	-2	-4	2	0.0	-2
CN1C[C@@H](O)COC[C@H]2O[C@H](CC(=O)NC3CCCC3)CC[C@@H]21	2[16.7 µM]	3	-4	-6	2	3	-0.2	3
CCOC(=O)c1oc2c(O)c(O)ccc2c(=O)c1-c1nncn1-c1ccccc1	-5	9	-13	0	.	-5	.	.
COc1ccc2nc(N3C(=O)C(O)=C(C(=O)c4ccco4)C3c3ccco3)sc2c1 (configuration not stated)	-2	-4	2	-2	-1	-1	-0.7	0
O=C(Nc1cccc(S(=O)(=O)N2CCCC2)c1)c1ccc2ccccc2n1	-8	.	14	-1	4	0	3.1	-18
CC(C)N(c1ccccc1)c1ccc(NC(=S)NCCN(C)C)cc1	.	-5	.	.	5	.	1.5	-11
CCC1(c2ccccc2)NC(=O)N(CC(=O)N2CCc3ccccc32)C1=O (configuration not stated)	.	4	-7	1	1	3	?	-13
Cc1ccccc1-n1nc2c(c1NC(=O)C(C)C)CS(=O)(=O)C2	-3	3	-4	-2	0	-2	-0.3	-8
CCN1CCN(c2ccc(S(=O)(=O)N3CCCCC3)cc2NC(=O)Cc2c(F)cccc2Cl)CC1	.	.	-8	11	0	-6	-0.2	6
O=C(CN(C(=O)CCC(=O)Nc1nccs1)c1ccc(F)cc1)NCC1CCCO1 (configuration not stated)	-10	-2	1	-3	.	1	.	.
COc1cc(NC2c3ccccc3C(=O)N2Cc2ccccc2)cc(OC)c1OC (configuration not stated)	.	-4	9	-2	-1	-5	2.5	-18
COc1cc(C(=O)NC(=S)Nc2nc(-c3ccc(F)cc3)cs2)cc(OC)c1OC	-4	0	8	-3	3	2	.	-14
CCOc1ccc(S(=O)(=O)N2CCC(c3ccccc3)CC2)cc1C(=O)O	9	3	-12	0	-2	0	-0.1	-22
CCC(=O)N(C)C[C@@H]1Oc2ncc(C#Cc3ccc(OC)cc3)cc2C(=O)N([C@@H](C)CO)C[C@H]1C	1[16.7 µM]	2	0	7	2	0	0.0	-7
COCN(C#N)c1nc(OC)nc(OC)n1	-1	-1	1	1	0	-7	.	-5
OC(CNc1nc(C(F)(F)F)nc2ccccc12)c1ccccc1 (configuration not stated)	14	8	2	0	-1	1	0.1	0
COc1ccc(NC(=O)N(C)C[C@@H]2OCCCC[C@H](C)Oc3ccc(NS(=O)(=O)c4cn(C)cn4)cc3C(=O)N([C@H](C)CO)C[C@H]2C)cc1	7[16.7 µM]	0	0	-2	-1	8	0.0	11
CC(=O)C1=C(C)N(c2ccccc2)C(=O)C1(NS(=O)(=O)c1ccc(N)cc1)C(F)(F)F (configuration not stated)	2	5	4	8	0	-1	.	-9
O=C(NC1CC1)C1=C[C@@H](c2csc3ccccc23)C[C@@H](OCc2ccc(CO)cc2)O1	3	-12	-4	-3&53	1&-5	6	-0.1	-60&16
CC(C)CC[C@@H](O)[C@](C)(O)C1CC[C@@]2(O)C3=CC(=O)[C@@H]4C[C@@H](O)[C@@H](O)C[C@]4(C)C3CC[C@]12C (some centres not stated)	-1	-6	-19	2	2	-6	-0.2	-17
CC(=O)Nc1ccc(O)cc1[N+](=O)[O-]	5	.	-2	1	3	0	.	1
C[C@@H]1CN([C@@H](C)CO)C(=O)c2cc(Br)cnc2O[C@@H]1CN(C)CC1CCOCC1	-1[16.7 µM]	-5	-4	2	-1	0	.	-18
COc1ccc(OC)c(S(=O)(=O)N2CCCC(C(=O)NCCc3ccccc3)C2)c1 (configuration not stated)	.	.	-10	7	-1	1	-0.8	-4
COC(=O)C1=C(C)N(C)C(=O)NC1c1cc(Cl)c(O)c(OC)c1 (configuration not stated)	-3	-20	1	2	-3	-5	.	-16
COc1cccc(S(=O)(=O)Nc2ccc3c(c2)C(=O)N(C)[C@@H]2CC[C@H](CC(=O)NCC4CCCCC4)O[C@H]2CO3)c1	3[16.7 µM]	-9	5	0	-2	-3	0.1	-5
C[C@@H]1CN([C@@H](C)CO)C(=O)c2cc(NS(=O)(=O)c3cccs3)ccc2O[C@@H](C)CCCCO[C@@H]1CN(C)C	-6[16.7 µM]	4	3	-5	0	0	-0.1	9
CCN1CCN(c2oc(COc3ccc(-c4ccccc4)cc3)nc2C#N)CC1	-5	2	-6	-27	.	-6	.	.
C[C@@H]1CN([C@H](C)CO)C(=O)c2cc(-c3ccc(F)cc3)cnc2O[C@@H]1CN(C)C(=O)C1CCC1	2[16.7 µM]	1	-4	-4	-3	2	2.0	4
CCOC(=O)C(Cc1c[nH]c2ccccc12)NC(=O)c1ccco1 (configuration not stated)	4	-2	6	5	.	.	.	.
COc1ccc(C(=O)N/N=C(\c2ccccc2)c2ccccn2)cc1	12	18	9	-4	1	0	-1.7	-3
Cc1cc2nc(CN(C)Cc3c(C(=O)N(C)C)nc4ccc(Cl)cn34)[nH]c2cc1C	-10	-7	.	.	-10	.	-0.1	-24
CC(C)NC(=O)N(C)C[C@@H]1Oc2c(NS(=O)(=O)c3cccs3)cccc2C(=O)N([C@@H](C)CO)C[C@H]1C	7[16.7 µM]	7	11	0	-1	1	-0.1	3
O=C(CCCOc1ccccc1)Nc1cccnc1	-2	-11	16	1	.	6	.	.
N#Cc1cccc(NC(=O)Nc2cccs2)c1	-36	-2	-14	2	.	2	.	.
C[C@@H]1CN([C@H](C)CO)C(=O)c2cc(NC(=O)CCCN(C)C)ccc2O[C@H]1CN(C)S(=O)(=O)c1cccs1	3[16.7 µM]	19	-10	6	-3	3	-14	4
COc1ccc(-c2ccc3c(c2)[C@@H]2[C@@H](CCN2C(=O)c2ccncc2)[C@@H](CO)N3C)cc1	-9[16.7 µM]	-1	9	7	-5	2	0.0	15
COc1ccc(CNC(=O)C(=O)NCCC2CCCCN2S(=O)(=O)c2ccccc2)cc1 (configuration not stated)	-2	.	-3	2	1	1	0.1	-7
CC1(C(=O)Nc2ccc3nc[nH]c3c2)CCN1C(=O)C1(c2ccccc2)CC1 (configuration not stated)	-1	2	1	0	-2	-6	-0.1	-25
Cc1ccc(C)c(NS(=O)(=O)c2cc(C(N)=O)ccc2C)c1	50	-16	1	1	.	0	.	.
C[C@@H]1CN([C@H](C)CO)C(=O)c2cc(NC(=O)Cc3ccccc3)ccc2O[C@@H]1CN(C)C(=O)Nc1ccc(F)cc1	-5[16.7 µM]	-8	-2	-5	0	18	-2.1	-17
C[C@@H]1CCCCO[C@@H](CN(C)C(=O)c2ccccc2)[C@@H](C)CN([C@@H](C)CO)C(=O)c2cc(NC(=O)Nc3ccccc3)ccc2O1	4[16.7 µM]	3	-3	0	2	1	.	-19
Cc1sc2nc(CSCC(=O)N(CCC#N)c3ccccc3)[nH]c(=O)c2c1C	-13	.	1	3	-2	0	1.4	-84
O=C(/C=C/c1ccc(O)c(O)c1)OCCc1ccccc1	-9	-13	3	-1	-1	-1	-0.1	0
S=C(NC1CCCC1)N1CCN(c2cccc(Cl)c2)CC1	.	-7	.	.	-2	.	0.4	-21
COc1ccc(S(=O)(=O)N(C)c2ccc(C(=O)NCc3ccco3)cc2)cc1	.	.	-2	15	1	-6	-1.1	-19
